Screening data deposited in PubChem BioAssay by National Center for Advancing Translational Sciences (NCATS).
EPAC2 agonist: qHTS for Agonist of cAMP-regulated guanine nucleotide exchange factor 4 (EPAC2): primary screen; Rap guanine nucleotide exchange factor 4 (Homo sapiens), Q8WZA2; Potency, µM (highest dose often 154 µM), inactives show top-dose activation, hits mostly activators; EPAC2 activation, biochemical qHTS; response scale: 100% = 6.5 mM cAMP response; 360,000 compounds, 0.079% hits; note: potency is the fitted concentration of half-maximal effect; nearly all actives have a fitted effect of over 50% in size
Target sequence (Q8WZA2 whole entry, looked up): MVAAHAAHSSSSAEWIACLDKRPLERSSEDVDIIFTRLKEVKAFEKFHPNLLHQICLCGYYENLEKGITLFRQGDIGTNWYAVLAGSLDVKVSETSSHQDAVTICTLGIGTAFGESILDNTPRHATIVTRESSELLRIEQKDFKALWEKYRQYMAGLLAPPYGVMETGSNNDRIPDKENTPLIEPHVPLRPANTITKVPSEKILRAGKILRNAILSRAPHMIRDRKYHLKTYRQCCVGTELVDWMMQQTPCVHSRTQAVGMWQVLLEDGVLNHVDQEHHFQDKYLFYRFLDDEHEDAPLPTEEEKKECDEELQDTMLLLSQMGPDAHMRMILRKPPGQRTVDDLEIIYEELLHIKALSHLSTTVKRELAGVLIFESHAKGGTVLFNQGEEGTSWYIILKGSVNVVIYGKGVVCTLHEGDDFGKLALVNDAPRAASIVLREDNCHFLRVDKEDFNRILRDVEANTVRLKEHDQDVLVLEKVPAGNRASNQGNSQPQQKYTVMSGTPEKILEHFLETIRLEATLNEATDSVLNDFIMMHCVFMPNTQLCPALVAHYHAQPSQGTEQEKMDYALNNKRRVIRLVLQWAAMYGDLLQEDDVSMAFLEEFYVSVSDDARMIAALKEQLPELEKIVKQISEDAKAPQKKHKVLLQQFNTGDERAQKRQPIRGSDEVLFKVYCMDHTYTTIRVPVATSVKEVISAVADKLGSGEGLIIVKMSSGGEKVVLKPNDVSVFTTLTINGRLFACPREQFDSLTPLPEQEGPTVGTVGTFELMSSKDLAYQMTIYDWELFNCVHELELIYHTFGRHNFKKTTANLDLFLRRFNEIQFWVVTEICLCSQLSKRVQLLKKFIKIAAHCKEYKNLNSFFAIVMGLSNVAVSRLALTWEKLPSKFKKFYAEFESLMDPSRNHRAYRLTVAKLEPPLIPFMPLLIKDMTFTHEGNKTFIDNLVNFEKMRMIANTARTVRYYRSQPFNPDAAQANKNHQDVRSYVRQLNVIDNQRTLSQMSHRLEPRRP
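EPAC2 (100 nM) mixed with Rap1B loaded with BODIPY-GDP (250 nM) plus 50 uM unlabeled GDP; compounds pinned in, 5 min RT, then read every 5 min for 30 min (ex 480, em 540 nm). Normalized to cAMP control.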
aSyn yeast inh: qHTS of alpha-syn Inhibitors | Yeast expressing alpha-synuclein, growth rescue, BacTiter-Glo, 24 h | Potency, µM (series often up to 46.1 µM), for inactives: at the highest dose growth rescue (activation), hits mostly activators | 370,000 compounds, 0.14% hits; note: potency is the fitted concentration of half-maximal effect; % of control where 0% means no effect; nearly all actives have a fitted effect of over 65% in size
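Screening used galactose-induced yeast with toxic alpha-synuclein levels, exposed to compound for 24 hr at 30 deg C. Cell growth, read with BacTiter-Glo luminescence, gave the measured signal.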
DRD3 antagonist: qHTS of D3 Dopamine Receptor Antagonist: qHTS; D3R cells, DiscoveRx beta-arrestin luminescence, antagonist mode; hits give low values; max response, negative = inhibition, %; 360,000 compounds, 2.5% hits; AID 652054, 2013; in the data active = max response below about -50%; inconclusive = no clear call, values can overlap the other calls; note: % is set by controls: 0 for no effect and ±100 for the full control effect; mostly tested at two doses, the higher about 12 µM
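Cells plated overnight at 1500 cells/well, then exposed to library compounds with dopamine controls for 90 minutes at 37 degrees C. DiscoveRx reagent added for 30–60 minutes at room temperature; luminescence read, quantitative HTS format.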
TDP43 rescue: qHTS of TDP-43 Inhibitors | Potency, µM (top dose mostly 46.1 µM), without a hit: top-dose growth rescue (activation), usual class: activators | 410,000 compounds, 1.8% hits | TDP-43 expressing yeast growth rescue, BacTiter-Glo, 24 h | AID 652104, 2013; note: potency is the fitted concentration of half-maximal effect; % of control where 0% means no effect; nearly all actives have a fitted effect of over 50% in size
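Luminescence from BacTiter-Glo reports growth of TDP-43-expressing yeast after 24 hr at 30 deg C with compound. Cells were raffinose-pregrown to mid-log, then seeded in galactose medium at OD600=0.02.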
EPAC2 antag: qHTS for Antagonist of cAMP-regulated guanine nucleotide exchange factor 2 (EPAC2): primary screen; Rap guanine nucleotide exchange factor 4 (Homo sapiens), Q8WZA2; EPAC2 GEF exchange of Rap1B-BODIPY-GDP, fluorescence; Potency, µM (highest dose often 114 µM), without a hit: top-dose activity, negative = inhibition, most hits filed as inhibitors; 360,000 compounds, 0.18% hits; AID 720708, 2013; note: potency is the fitted concentration of half-maximal effect; % is set by controls: 0 for no effect and ±100 for the full control effect; nearly all actives have a fitted effect of over 45% in size; many of its hits are not listed in these tables
Abeta rescue: qHTS for compounds that reverse cellular toxicity of Amyloid beta (A-beta) peptide in yeast: Primary Screen; AID 1347071, 2019; yeast expressing A-beta42, growth rescue, OD600, 48 h; response scale: 0% DMSO, 100% iron-clioquinol control; 410,000 compounds, 0.063% hits; Potency, µM (top dose mostly 46.1 µM), for inactives: top-dose growth rescue, actives largely listed as activators; note: potency is the fitted concentration of half-maximal effect; nearly all actives have a fitted effect of over 55% in size
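Yeast A-beta toxicity model in growth medium with pinned compounds, 48 h at 30 C; growth read as absorbance at 600 nm. Normalized to FeCl3/clioquinol equimolar mix (positive) and DMSO (negative).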
FUS yeast rescue: qHTS for Suppressors of FUS Proteinopathy: Primary screen using FUS-linked yeast assay. S. cerevisiae FUS-expressing, growth rescue, OD600, 24 h. Potency, µM (titrated, usually from 76.6 µM), for inactives: at the top dose growth rescue (activation), actives largely listed as activators. 390,000 compounds, 0.24% hits. AID 1347120, 2019;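 note: potency is the fitted concentration of half-maximal effect; plate controls were DMSO vehicle for no effect and reference control for full effect; nearly all actives have a fitted effect of over 55% in size; some results filed as inactive show a strong effect at the top dose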
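Read-out: OD at 600 nm after 24hr at 30C, reporting rescue of FUS-induced yeast toxicity. Cells at OD 0.005 in galactose (2%) minimal medium; compounds tested in a dilution series; CP55940 titration from 92uM final as control.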
D3 ag: qHTS of D3 Dopamine Receptor Agonist: qHTS | D(3) dopamine receptor (Homo sapiens), P35462 | D3R DiscoveRx beta-arrestin cells, luminescence, 90 min | max activation, % | 410,000 compounds, 0.58% hits; in the data active = max activation above about 30%; note: 0% is about no effect; mostly tested at two doses, the higher about 12 µM
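Cells at 1500/well, incubated overnight, then treated with pinned compounds (dopamine as control) for 90 min at 37 degrees C. DiscoveRx reagent added for 30 - 60 minutes at room temperature; luminescence read.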
Active calls of the source: *; ? = inconclusive; / = not tested or not shown; & = joins results of further samples; [ ] = dose if it differs, or a comment. Unless noted, calls come from the whole dose curve; as a rule, active = well fitted curve in the direction sought with a large enough effect; inconclusive = small, poorly fitted or top-dose-only effect, or another doubt; inactive = no such curve, though single readings can be large; an effect the other way counts as inactive or inconclusive. These rows are one share of the data; rates above refer to the full screens.

SMILES	EPAC2 agonist	aSyn yeast inh	DRD3 antagonist	TDP43 rescue	EPAC2 antag	Abeta rescue	FUS yeast rescue	D3 ag
CCOc1cccc(C=NNc2ccc(S(=O)(=O)Nc3ccccc3C(=O)O)cc2[N+](=O)[O-])c1O	1%	-8%	10	-3%	-10%	7%	12%	2
COc1ccc(NC(=O)C2CC(=O)n3c(nc4ccccc43)N2)cc1 (stereo unspecified)	6%	-2%	-6	-1%	-4%	6%	-14%	-1
Cc1cc(C)nc(N2CCCC(CCC(=O)NCc3ccc(F)c(F)c3)C2)n1 (stereo unspecified)	-4%	4%	-3	15%	4%	6%	1%	-4
CC1C/C(=N/NC(=O)c2cccc(F)c2)c2ccc(O)cc2C1 (stereo unspecified)	5%	0%	-18	-21%	-2%	-10%	24%	-24
O=C(CSc1nc2ccccc2o1)NCC1CCCO1 (stereo unspecified)	0%	0%	6	23%	2%	0%	4%	-1
COc1ccccc1C(=O)NC(=O)COC(=O)Cn1[nH]c(=O)c2ccccc2c1=O	6%	-6%	-20	-18%	11%	1%	-7%	-1
C[C@H](CO)N1C[C@H](C)[C@@H](CN(C)Cc2ccc3c(c2)OCO3)OCc2cnnn2CCCC1=O	1%	0%	9	0%	-11%	11%	-6%	-2
O=[N+]([O-])c1cc2ncccc2c2ncccc12	4%	-1%	11	17%	-10%	4%	-20%	-4
CCOc1ccc(CNC(=O)c2cccc(NC(=O)C3=C(C)OCCS3)c2)cc1	20%	-2%	11	12%	-13%	-21%	29%	2
O=C1/C(=C\c2ccc(Br)o2)Cc2ccccc21	18%	8%	-1	-19%	8%	6%	16%	1
O=C(NCc1ccc(F)cc1)C1CCCN1S(=O)(=O)c1ccc(F)cc1 (stereo unspecified)	8%	-7%	7	17%	-14%	2%	-44%	5
C(=C\c1ccco1)/c1ccc2ccccc2n1	16%	0%	-3	-10%	-1%	-54%[inhibitor]	-13%	9
O=C(NN1CCOCC1)c1ccc(Br)cc1	14%	1%	-8	17%	5%	17%	-14%	-5
COc1ccc(OCC(=O)NCc2nc(-c3ccccc3)no2)cc1	-2%	2%	6	-19%	2%	2%	8%	2
Cc1c(Cc2ccccc2)c(=O)oc2cc(OCC(=O)NC(Cc3ccc(Cl)cc3)C(=O)O)ccc12 (stereo unspecified)	-8%	-2%	-29	13%	-16%	-4%	?	-6
NS(=O)(=O)c1ccc(CNC(=O)c2ccc(Cl)c([N+](=O)[O-])c2)cc1	15%	-2%	-9	3%	-7%	0%	-9%	3
Cc1ccc(C(=O)NC(C)C(c2cccs2)N2CCCC2)s1 (stereo unspecified)	7%	-1%	-3	-1%	6%	-10%	38%	-4
C=CCC[C@H](Cc1ccc(F)cc1)C(=O)OC[C@@H](NC(=O)[C@H](CC=C)CC(=O)NCCO)c1ccccc1	-12%	-11%	-8	-28%	7%	-5%	29%	-12
CC(C)n1c(=S)[nH]c2ccccc2c1=O	8%	-5%	-4	4%	-4%	2%	-11%	7
Brc1ccc2nc(C3CCCCC3)c(Cc3ccccc3)n2c1	8%	3%	4	0%	-22%	-11%	16%	4

Reprinted from the part before: two entries, followed by the next part.
SMILES	EPAC2 agonist	aSyn yeast inh	DRD3 antagonist	TDP43 rescue	EPAC2 antag	Abeta rescue	FUS yeast rescue	D3 ag
CC(C)n1c(=S)[nH]c2ccccc2c1=O	8%	-5%	-4	4%	-4%	2%	-11%	7
Brc1ccc2nc(C3CCCCC3)c(Cc3ccccc3)n2c1	8%	3%	4	0%	-22%	-11%	16%	4
Cc1cccc(N(C(=O)Cc2cccs2)C(C(=O)NC2CCCC2)c2ccncc2)c1 (stereo unspecified)	2%	0%	11	3%	5%	4%	-7%	4
O=S(=O)(Nc1cccc(-c2cn3c(n2)SCC3)c1)c1ccccc1F	2%	2%	-8	1%	3%	5%	?	-5
COc1ccc(OC(=O)c2ccc3nsnc3c2)cc1	2%	-13%	47	-17%	23%	-8%	-4%	-11
COc1ccc2c(c1)CC(N1CCN(C)CC1)c1cc(OC)ccc1S2 (stereo unspecified)	7%	1%	-94*	-6%	-5%	17%	12%	-12
CC(C(=O)Nc1ccc(S(=O)(=O)Nc2ncccn2)cc1)N1C(=O)c2ccccc2S1(=O)=O (stereo unspecified)	2%	-1%	-8	-17%	-1%	6%	3%	-16
CC(=O)Nc1ccc(SCC(=O)c2ccc(Br)s2)cc1	5%	0%	-14	-5%	-21%	6%	9%	-17
Fc1ccccc1-c1cc2ncccc2cn1	2%	-6%	20	?	12%	8%	-3%	1
CCOc1ccc(S(=O)(=O)N(CC(=O)Nc2ccc(OC)c(Cl)c2)c2ccccc2)cc1	/	/	/	20%	/	-6%	-4%	0
COc1ccc(CCCC(=O)Nc2ccc(F)cc2)cc1	0%	-9%	13	?	-7%	11%	/	-3
Cc1cccc(NC(=O)CN2C(=O)COc3ccc(S(=O)(=O)N4CCC(C)CC4)cc32)c1C	/	/	/	21%	/	-9%	-3%	7
CNC(=O)c1c(NC(=O)C(C)C)sc2c1CCC2	2%	0%	4	6%	-2%	-1%	10%	2
O=C(CC1C(=O)NCCN1C(=S)Nc1ccccc1)Nc1ccc2c(c1)OCCO2 (stereo unspecified)	5%	-9%	-23	-42%[inhibitor]	9%	-4%	22%	-6
COc1ccc(S(=O)(=O)Nc2ccccc2C(=O)N2CCCC2)cc1C	11%	-5%	-5	-20%	6%	4%	8%	-7
O=C(CCS(=O)(=O)c1cccs1)Nc1ccc(C(=O)Nc2cccc(Cl)c2)cc1	/	/	/	8%	/	-9%	11%	12
O=C(N/N=C/c1cnc(N2CCCCC2)s1)c1ccc(C(F)(F)F)cc1	-7%	-6%	-6	-6%	1%	-2%	-19%	-5
Cc1nonc1OC(C)CNCCNc1ccc([N+](=O)[O-])cc1 (stereo unspecified)	1%	-6%	-10	9%	-3%	1%	1%	-15
Cc1ccc(Cl)cc1-n1ncc2c(NCCCn3ccnc3)ncnc21	/	/	/	9%	/	-2%	2%	-16
CCCOc1cccc(C(=O)Nc2ccc(-c3nc4ccccc4o3)cc2)c1	/	/	/	0%	/	18%	-2%	8
CCN(CC)CC1CN(N=Cc2ccc([N+](=O)[O-])o2)C(=O)O1 (stereo unspecified)	1%	-1%	1	-2%	19%	14%	-16%	7
CC(=O)Nc1ccc(NC2CCCCC2NS(=O)(=O)c2ccc(Cl)cc2)cc1 (stereo unspecified)	-3%	5%	6	7%	-1%	2%	10%	20

Pulled by compound from above, three records:
SMILES	EPAC2 agonist	aSyn yeast inh	DRD3 antagonist	TDP43 rescue	EPAC2 antag	Abeta rescue	FUS yeast rescue	D3 ag
Cc1nonc1OC(C)CNCCNc1ccc([N+](=O)[O-])cc1 (stereo unspecified)	1%	-6%	-10	9%	-3%	1%	1%	-15
CCOc1ccc(S(=O)(=O)N(CC(=O)Nc2ccc(OC)c(Cl)c2)c2ccccc2)cc1	/	/	/	20%	/	-6%	-4%	0
CC(C)n1c(=S)[nH]c2ccccc2c1=O	8%	-5%	-4	4%	-4%	2%	-11%	7

Other structures:
SMILES	EPAC2 agonist	aSyn yeast inh	DRD3 antagonist	TDP43 rescue	EPAC2 antag	Abeta rescue	FUS yeast rescue	D3 ag
CCCC1=C(C(=O)OCC)C(c2ccco2)C(C#N)=C(N)O1 (stereo unspecified)	0%	6%	1	3%	?	6%	-5%	48*
CCCCn1c(N)c(N(CC)C(=O)c2c(CC)noc2C)c(=O)[nH]c1=O	9%	2%	0	0%	6%	-3%	9%	-3
CC(=O)c1ccc(NC(=O)C2CCN(S(=O)(=O)c3c(C)noc3/C=C/c3ccc(C)cc3)CC2)cc1	/	/	/	21%	/	1%	5%	-10
COCc1cn(-c2nc3ccccc3s2)nn1	2%	0%	7	22%	-17%	-6%	-10%	0
C=CCn1c(SCC(=O)Nc2ccc3c(c2)OCO3)nnc1-c1ccccc1	5%	9%	0	9%	-5%	-5%[9.22 µM]	-24%	0
Cc1ccc(CNC(=O)C(=O)NCC2OCCN2S(=O)(=O)c2ccc3c(c2)OCCO3)cc1 (stereo unspecified)	6%	12%	13	-7%	0%	-1%	-14%	5
CN(Cc1ccccc1C#N)S(=O)(=O)c1cccs1	6%	1%	-16	-23%	-5%	-27%	8%	-20
Cc1cc(C)cc(NC(=O)CSCc2cc(=O)c3cc(Cl)ccc3[nH]2)c1	/	/	/	20%	/	14%	-14%	2
CCOC(=O)c1c(NC(=O)c2c(C(=O)O)cccc2[N+](=O)[O-])sc(C)c1C	6%	4%	6	-9%	10%	8%	2%	2
COC(=O)N/N=C/c1ccccc1OCCOc1ccc(OC)cc1	7%	8%	2	-26%[1.82 µM]	4%	-4%	-7%	-9
O=C(CCCN1C(=O)NC2(CCCC2)C1=O)NCc1ccccc1	-4%	-10%	7	24%	5%	4%	/	6
CCOc1ccc(/C=C2/SC(=S)N(n3c(C)ccc3C)C2=O)cc1	3%	2%	-24	22%	4%	13%	12%	2
O=C(Nc1ccc(S(=O)(=O)N2CCCC2)cc1)Nc1ccc(F)cc1F	16%	-4%	-4	11%	-6%	9%	14%	-2
CC(C)NC(=O)C1CCN(Cc2cccc(OCc3ccccc3)c2)CC1	-9%	-11%	-15	14%	7%	0%	0%	3
Cc1ccc(Cl)cc1NC(=S)N(Cc1cccnc1)Cc1ccccc1Cl	1%	?	0	0%	-3%	13%	?	-2
CCOc1ccccc1N1CCN(C(=O)c2ccc(OCC(=O)N3CCOCC3)c(OC)c2)CC1	9%	1%	-10	-12%	5%	2%	16%	-11
O=C(COc1ccccc1C(=O)c1cnn(-c2ccccc2)c1)Nc1ccccc1	11%	8%&5%	20	?	-5%	5%	7%	16
O=[N+]([O-])c1cccc2ccc(/C=C/c3cccc(Br)c3)nc12	5%	3%	0	27%	1%	-1%	-1%	8
O=C(Nc1c(-c2ccc(F)cc2)nc2ccccn12)c1ccccc1F	/	/	/	-4%	/	-13%	-34%	7
